Assay outcomes from PubChem BioAssay.
CCR6 antag – CCR6 receptor antagonists, primary screen, cell-based, CHO-K1, luminescence, beta-arrestin, uHTS. CHO-K1 CCR6 PathHunter beta-arrestin, CCL20-stimulated. 340,000 compounds, 0.49% hits. inhibition, % at 20 µM. C-C chemokine receptor type 6 (Homo sapiens), P51684. AID 493098, 2011;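 active means compounds whose inhibition of the agonist-driven luminescence signal at 20 µM reaches about 50%, limit read from the data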;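 further: cells stimulated with CCL20 at 14 nM final; plate controls were DMSO with CCL20 for no effect and DMSO without agonist for full effect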
Target sequence (P51684 whole entry, looked up): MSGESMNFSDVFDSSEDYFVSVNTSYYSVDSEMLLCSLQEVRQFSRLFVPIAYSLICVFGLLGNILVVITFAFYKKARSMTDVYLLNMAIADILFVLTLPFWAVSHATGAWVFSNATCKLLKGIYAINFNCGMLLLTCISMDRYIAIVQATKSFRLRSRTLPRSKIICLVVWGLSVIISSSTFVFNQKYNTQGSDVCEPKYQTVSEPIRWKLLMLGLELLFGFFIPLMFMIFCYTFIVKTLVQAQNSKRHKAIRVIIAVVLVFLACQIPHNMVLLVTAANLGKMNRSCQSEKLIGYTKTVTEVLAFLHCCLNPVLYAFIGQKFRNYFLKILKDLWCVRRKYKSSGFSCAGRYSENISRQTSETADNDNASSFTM
697 NFkB inh – inhibitors of PMA/ionomycin-induced NF-kB reporter, 697 cells, primary screen, B-cell NF-kB inhibitor project, cell-based, luminescence, uHTS; 330,000 compounds, 0.33% hits; 697 B-cell NF-kB luciferase reporter, 16 h; inhibition, % at 4 µM; in the data active means inhibition above about 35%
Gli-Sufu block – Gli-Sufu pathway antagonists, primary screen, luciferase luminescence, Sufu-KO-LIGHT cells, uHTS; inhibition, % at 5 µM; Sufu-KO-LIGHT fibroblasts, Gli luciferase reporter luminescence; 340,000 compounds, 0.74% hits; AID 588413, 2011;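 active means inhibition above about 55%, limit read from the data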;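 further: 0% = DMSO-treated cells and 100% = wells with medium but no cells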
EBI2 block – EBI2 receptor antagonists, beta-arrestin recruitment, primary screen, cell-based, luminescence, 7a,25-OHC stimulation, uHTS; G-protein coupled receptor 183 (Homo sapiens), P32249; 7a,25-OHC stimulated; inhibition, % at 5 µM; 360,000 compounds, 0.81% hits; in the data active means inhibition above about 38%;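 further: enzyme fragment complementation signal reports receptor beta-arrestin coupling in cells; 0% = agonist plus DMSO wells and 100% = wells without agonist; some results beyond the cut were filed as inactive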
Target sequence (P32249 whole entry, looked up, the tested form may be a part): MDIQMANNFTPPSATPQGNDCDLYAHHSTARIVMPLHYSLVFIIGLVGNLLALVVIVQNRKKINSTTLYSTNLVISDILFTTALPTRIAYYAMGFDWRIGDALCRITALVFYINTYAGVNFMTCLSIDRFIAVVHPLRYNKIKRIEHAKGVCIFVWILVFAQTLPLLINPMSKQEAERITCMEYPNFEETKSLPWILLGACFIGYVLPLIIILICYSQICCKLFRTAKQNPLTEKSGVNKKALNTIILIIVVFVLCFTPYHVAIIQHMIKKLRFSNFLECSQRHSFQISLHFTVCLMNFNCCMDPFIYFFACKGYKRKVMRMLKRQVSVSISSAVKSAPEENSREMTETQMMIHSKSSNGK
CXCR6 block – CXCR6 receptor inhibitors, primary screen, cell-based, beta-arrestin, luminescence, CHO-K1 PathHunter, 1536-well; inhibition, % at 20 µM; 360,000 compounds, 0.36% hits; in the data active means inhibition above about 34%, passing the limit was not always enough;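 further: antagonist mode with CXCL16 agonist at 10 nM final; 0% = 10 nM CXCL16 with DMSO and 100% = unstimulated wells without agonist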
Target sequence (O00574 whole entry, looked up): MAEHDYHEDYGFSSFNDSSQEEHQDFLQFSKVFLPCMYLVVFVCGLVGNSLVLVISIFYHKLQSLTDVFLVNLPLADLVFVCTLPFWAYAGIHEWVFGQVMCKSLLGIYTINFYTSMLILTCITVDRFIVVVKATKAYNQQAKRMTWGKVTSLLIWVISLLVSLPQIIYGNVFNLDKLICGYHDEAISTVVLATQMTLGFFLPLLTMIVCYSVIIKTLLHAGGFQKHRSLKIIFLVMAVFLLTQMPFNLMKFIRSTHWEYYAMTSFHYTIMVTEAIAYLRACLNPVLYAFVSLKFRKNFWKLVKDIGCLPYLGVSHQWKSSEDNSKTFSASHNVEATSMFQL
UPR CHOP act – activators of apoptotic CHOP UPR arm, primary screen, cell-based, CHO-CHOP luciferase reporter, luminescence, uHTS; UPR activation; percent of tunicamycin response over DMSO baseline; AID 449763, 2010; activation, % at 10 µM; 330,000 compounds, 0.34% hits;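 active means at 10 µM dose, activation of 40% or more, normalized to positive control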;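 further: 100% = tunicamycin at 10 µg/mL and 0% = DMSO alone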
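assay system = CHO CHOP reporter cells | amount = 500 CHO-CHOP cells per well | buffer or medium = F12 with 10% FBS | incubation = 16-18 h cell attachment, then 6 h compound exposure, 37 °C | detection = luminescence read with Steady-Glo | read-out = percent activation relative to tunicamycin control | controls = tunicamycin high control, DMSO low control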
Jurkat NFkB inh – inhibitors of induced NF-kB luciferase reporter, primary screen, TCR NF-kB activation inhibitor project, cell-based, luminescence, uHTS | Jurkat, PMA/ionomycin-induced NF-kB luciferase reporter | inhibition, % at 4 µM | 330,000 compounds, 0.53% hits | AID 435003, 2010; in the data active means inhibition above about 50%
Mdm2 MdmX PPI – inhibitors of human Mdm2-MdmX association, primary screen, cell-based, luminescence, split luciferase, SaOS-2, uHTS; SaOS-2 split-luciferase Mdm2/MdmX complementation; inhibition, % at 8 µM; 330,000 compounds, 3% hits;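 active means inhibition of at least 50% at 8 µM in the primary screen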
XBP1 UPR activ – activators of adaptive XBP1 UPR arm, primary screen, cell-based, CHO-XBP1 luciferase reporter, luminescence, uHTS | 330,000 compounds, 0.33% hits | IRE1-XBP1 UPR activation; percent of tunicamycin response, DMSO as zero | AID 463104, 2010 | activation, % at 20 µM;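 active means versus positive control, 20 µM dose yields 30% or more activation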;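 further: 100% = tunicamycin at 10 µg/mL and 0% = DMSO only wells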
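incubation = overnight seeding at 37 °C, 6 h compound treatment at 37 °C | assay system = CHO-XBP1 cells stably carrying IRE1-XBP1-driven luciferase reporter | input = 1000 cells per well | detection = luciferase luminescence | dosing = single point, 20 µM final compound, 1% DMSO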
Numbers without * were called inactive; / = no result given.

entry	molecule	Gli-Sufu block	UPR CHOP act	XBP1 UPR activ	697 NFkB inh	CCR6 antag
1	NS(=O)(=O)c1cccc(NS(=O)(=O)c2ccc3ccccc3c2)c1	5	0.0	-3	16	0
2	CC(/C=C1\SC(=S)N(C(C(=O)O)C(C)C)C1=O)=C\c1ccccc1 (stereo unspecified)	-1	1.6	-2	-3	12
3	CCN(CC(=O)Nc1ccccc1C(F)(F)F)C(=O)c1ccc(N2CCCC2=O)cc1	-4	-0.7	-2	2	-6
4	Cc1ccc(C)c(N2C(=O)CC(N3CCN(Cc4ccc5c(c4)OCO5)CC3)C2=O)c1 (stereo unspecified)	-2	0.1	-4	2	3
5	COc1ccc(CN2CN(S(=O)(=O)c3cccs3)c3nc4ccccc4nc32)cc1	-9	3.3	2	-82	15
6	CCS(=O)(=O)Nc1cccc(C2=NN(S(=O)(=O)c3ccccc3)C(c3cccs3)C2)c1 (stereo unspecified)	-12	1.9	0	8	6
7	CCN1CCCc2cc(CN(CCN3CCOCC3)C(=S)Nc3cccc(Cl)c3)ccc21	0	1.1	-5	-128	6
8	O=C1N/C(=C/c2cccn2-c2ccccc2)C(=O)N1Cc1ccccc1F	-16	6.1	0	-4	18
9	Cc1ccc(C(NC(N)=O)c2ccccc2C)cc1 (stereo unspecified)	3	0.6	-1	-28	10
10	CCOc1ccccc1NC(=O)CSc1nnc2ccc(-c3cccnc3)nn12	-3	-0.9	-1	-23	1
11	Cc1nc(NCc2ccc(S(N)(=O)=O)cc2)c2c(C)c(C)sc2n1	8	-0.6	3	-4	6
12	O=C1Nc2ccccc2C12NCCc1c2[nH]c2ccccc12 (stereo unspecified)	7	-1.1	-1	-2	0

entry	EBI2 block	Mdm2 MdmX PPI	CXCR6 block	Jurkat NFkB inh
1	3	2	-3	-16
2	-1	-3	16	0
3	-5	9	3	-2
4	-5	5	2	-16
5	0	-5	11	-39
6	7	29	8	1
7	6	37	5	-47
8	8	13	8	-14
9	1	24	-3	5
10	-11	-14	0	-11
11	-6	23	0	0
12	-3	-3	-2	-3

Continuation:
entry	molecule	Gli-Sufu block	UPR CHOP act	XBP1 UPR activ	697 NFkB inh	CCR6 antag
13	O=C(Cn1c(CO)nc2ccccc21)Nc1ccccc1Cl	6	0.5	-2	-18	-14
14	CCCNC(=O)c1ccccc1NC(=O)c1ccccc1N(C)S(=O)(=O)c1ccc(C)cc1	3	/	/	/	-1
15	Cc1ccccc1Cn1cc(NS(=O)(=O)c2cn(C)nc2C)cn1	24	1.9	-6	9	-5
16	Cc1cc(C)c(C)c(OCC(=O)O/N=C(\N)c2ccncc2)c1	0	-0.3	2	0	-22
17	O=C1CN(C(=O)COc2ccc(Cl)cc2Cl)c2ccccc2N1	-24	0.1	-1	3	11
18	Cc1onc(-c2c(Cl)cccc2Cl)c1C(=O)Nc1c(C)n(C)n(-c2ccccc2)c1=O	2	/	/	/	-10
19	CCOC(=O)C1CCN(C(=O)c2cc3c(=O)n4cccc(C)c4nc3s2)CC1	-9	1.2	4	1	8
20	CCN1CNC(=S)N(c2ccccc2OC)C1	7	1.1	0	-23	-7
21	Cn1cc(C2=C(c3ccc(Cl)cc3Cl)C(=O)NC2=O)c2ccccc21	6	2.6	-4	-31	39
22	COc1ccc(N2CCN(Cc3nc(N)nc(N4CCCc5ccccc54)n3)CC2)cc1	-6	3.1	3	-24	7
23	Cc1ccccc1OC1C(=O)N(CC2CCCO2)C1c1ccc2c(c1)OCO2 (stereo unspecified)	5	10	-1	-12	9
24	COc1ccccc1NC(=O)c1ccc(Br)o1	-19	0.4	-2	12	3

entry	EBI2 block	Mdm2 MdmX PPI	CXCR6 block	Jurkat NFkB inh
13	9	-15	-5	3
14	6	/	5	/
15	3	16	-6	5
16	12	27	-15	0
17	-1	6	-2	-19
18	-4	/	0	/
19	5	-30	-1	-5
20	2	3	-3	5
21	49*	-12	15	-7
22	-6	-13	-2	-1
23	14	3	3	4
24	6	6	3	4

Gathered by group: the compounds so far containing fluorine
entry	molecule	Gli-Sufu block	UPR CHOP act	XBP1 UPR activ	697 NFkB inh	CCR6 antag
3	CCN(CC(=O)Nc1ccccc1C(F)(F)F)C(=O)c1ccc(N2CCCC2=O)cc1	-4	-0.7	-2	2	-6
8	O=C1N/C(=C/c2cccn2-c2ccccc2)C(=O)N1Cc1ccccc1F	-16	6.1	0	-4	18

entry	EBI2 block	Mdm2 MdmX PPI	CXCR6 block	Jurkat NFkB inh
3	-5	9	3	-2
8	8	13	8	-14

Later entries.
entry	molecule	Gli-Sufu block	UPR CHOP act	XBP1 UPR activ	697 NFkB inh	CCR6 antag
25	CCN1C(=O)[C@@H]2[C@@H](c3ccc(-c4ccc(F)cc4)c(OC)c3)N3CCC[C@@]3(C(=O)OC)[C@@H]2C1=O	-2	0.6	-2	11	2
26	CN1CCN(C(=O)CN(C)S(=O)(=O)c2ccc3ccccc3c2)CC1	4	-0.6	-1	-7	9
27	CC(=O)c1ccc(OCc2cc(C(=O)N3CCN(c4ccccc4)CC3C)no2)cc1 (stereo unspecified)	-37	5.1	-3	-192	20
28	O=C(/C=C/c1ccc(O)cc1)OCc1occc(=O)c1O[C@@H]1OC(CO)[C@@H](O)[C@H](O)[C@@H]1O (stereo partly specified)	2	-1.1	4	14	-7
29	CCOC(=O)c1c(NC(=O)CCCC(=O)O)sc2c1CCC2	0	-0.8	0	8	17
30	C=CCn1c(O)c2ccc(C(=O)N=NC(=O)COc3ccc(OC)cc3)cc2c1O	-8	0.1	-5	15	3
31	O=C(COC(=O)CCCOc1ccccc1)NC1CCS(=O)(=O)C1 (stereo unspecified)	0	0.4	-2	-7	2
32	Oc1cccc(-c2nc3c4c(ncn3n2)-c2ccccc2CC42CCCC2)c1	5	5.3	31*	-10	-8
33	COc1ccc(CC(=O)OCC(=O)NCc2ccc(F)cc2)cc1	6	1.6	-4	9	5
34	COc1ccccc1CCC(=O)Oc1ccccc1C#N	3	-0.3	-2	7	1
35	O=C(CN1CCN(S(=O)(=O)c2ccccc2F)CC1)Nc1ccccc1C(=O)c1ccccc1	7	2.7	0	11	33
36	C/C(=N\NC(=O)CN1CCN(S(=O)(=O)c2ccc(C)cc2)CC1)c1ccncc1	10	0.7	-1	-14	10

entry	EBI2 block	Mdm2 MdmX PPI	CXCR6 block	Jurkat NFkB inh
25	-2	35	-15	8
26	-3	10	0	7
27	4	-104	1	-143
28	-8	15	2	0
29	6	-15	6	-1
30	-13	-1	-12	5
31	12	-1	-6	-1
32	47*	58*	-8	0
33	0	16	1	-8
34	-6	16	10	16
35	22	18	8	5
36	9	-17	-3	-3

Remaining list, next part.
entry	molecule	Gli-Sufu block	UPR CHOP act	XBP1 UPR activ	697 NFkB inh	CCR6 antag
37	O=C(c1ccc(Cl)s1)N1CCN(c2nc3ccccc3s2)CC1	19	0.1	-5	-5	12
38	Nc1cc(=O)[nH]c(SCCNS(=O)(=O)c2ccccc2)n1	-4	-0.6	4	21	-6
39	CCNC(=S)/N=C(/Nc1ccccc1)Nc1nc(C)cc(C)n1	-27	2.3	3	-9	27
40	COc1ccc(CCNS(=O)(=O)c2cccc(F)c2)cc1OC	3	1.5	-2	13	-4
41	O=C(O)CCC(NC(=O)c1ccc(Cl)cc1)C(=O)O (stereo unspecified)	-2	-0.7	-3	14	-5
42	COc1ccccc1/C=C/CN1CCCC(CCC(=O)NCc2ccccc2F)C1 (stereo unspecified)	11	1.7	0	14	16
43	O=C(NC(=O)C(F)(F)F)Nc1ccc(S(=O)(=O)Nc2nccs2)cc1	-5	2.8	-1	20	6
44	COc1ccccc1/C=C(/NC(=O)c1ccc(Cl)cc1Cl)C(=O)O	15	0.2	0	-28	10
45	O=C(c1ccc2ccccc2c1)N1CCN(S(=O)(=O)/C=C/c2ccccc2)CC1	2	-0.8	-4	13	21
46	CC(C)(C)NC(=O)CSc1nnc(-c2ccccc2)c(-c2ccccc2)n1	8	2.2	-6	-9	12
47	COc1ccccc1CCNC(=O)CCNS(=O)(=O)c1ccc(NC(C)=O)cc1	4	1.0	-1	19	-9
48	C=C(C)CSc1ncc(-c2cccc(C(F)(F)F)c2)cn1	38	0.6	-1	-7	24

entry	EBI2 block	Mdm2 MdmX PPI	CXCR6 block	Jurkat NFkB inh
37	10	9	-1	12
38	4	9	5	8
39	9	15	8	-6
40	8	13	3	-7
41	-2	12	0	6
42	8	11	4	1
43	6	-8	-4	17
44	3	-47	-3	-21
45	90*	18	1	-7
46	11	-21	5	2
47	-6	5	0	3
48	16	16	2	3

Next records follow:
entry	molecule	Gli-Sufu block	UPR CHOP act	XBP1 UPR activ	697 NFkB inh	CCR6 antag
49	COc1ccc(C(=O)Nc2ccnn2C2CCN(Cc3ccncc3)CC2)cc1	-4	2.1	-6	16	4
50	COc1ccc(OC)c(NC(=O)C2CCCN2C(=O)NC2CCCCC2)c1 (stereo unspecified)	9	-2.0	-1	8	-2
51	COc1ccc(CCNC(=O)CSc2nc(-c3ccco3)cc(C(F)(F)F)n2)cc1	1	-1.3	-3	-6	5
52	CN1CCN(S(=O)(=O)c2cccc(C(=O)N(C)CC(=O)Nc3ccc(Cl)c(Cl)c3)c2)CC1	3	/	/	/	1
53	COC(=O)C1=C(COc2ccc(F)cc2)NC(=O)NC1c1ccc(C)cc1C (stereo unspecified)	2	-0.1	-6	-24	19
54	CCOC(=O)c1sc(/S(C)=N\S(=O)(=O)c2cccc(Cl)c2)c2c1CCC=C2 (stereo unspecified)	4	0.0	-2	-1	17
55	COC(=O)Cc1cc(OC)c(OC)cc1Cc1cc(OC)c(OC)cc1CC(=O)OC	2	-0.1	-4	8	-5
56	CCOc1ccc(N2CC(C(=O)NCCCc3ccccc3)CC2=O)cc1 (stereo unspecified)	-1	-1.6	-2	9	3
57	CCCn1nc(C(=O)Nc2nnc(CC)s2)c2ccccc2c1=O	-14	-0.9	-1	3	14

entry	EBI2 block	Mdm2 MdmX PPI	CXCR6 block	Jurkat NFkB inh
49	-1	4	-8	-2
50	7	6	-2	-3
51	33	6	-6	-11
52	1	/	4	/
53	-4	24	7	-23
54	0	30	0	18
55	11	25	0	6
56	33	-13	-3	-3
57	-9	-32	-5	4

In a second layout: 4 of the compounds above
49. COc1ccc(C(=O)Nc2ccnn2C2CCN(Cc3ccncc3)CC2)cc1
50. COc1ccc(OC)c(NC(=O)C2CCCN2C(=O)NC2CCCCC2)c1 (stereo unspecified)
51. COc1ccc(CCNC(=O)CSc2nc(-c3ccco3)cc(C(F)(F)F)n2)cc1
52. CN1CCN(S(=O)(=O)c2cccc(C(=O)N(C)CC(=O)Nc3ccc(Cl)c(Cl)c3)c2)CC1

compound no.	49	50	51	52
Gli-Sufu block	-4	9	1	3
UPR CHOP act	2.1	-2.0	-1.3	/
XBP1 UPR activ	-6	-1	-3	/
697 NFkB inh	16	8	-6	/
CCR6 antag	4	-2	5	1
EBI2 block	-1	7	33	1
Mdm2 MdmX PPI	4	6	6	/
CXCR6 block	-8	-2	-6	4
Jurkat NFkB inh	-2	-3	-11	/
